phage Ecoli inh – E. coli growth loss with phage present; growth absorbance; inhibition, % at 11.9 µM; 360,000 compounds, 0.26% hits; in the data active means inhibition above about 11%
HTR5A inv ag – counter-screen for OPRM1-OPRD1 inverse agonists: human HTR5A inverse agonism; P47898; HTR5A cell line, luminescence; inhibition, % at 9.3 µM; 340,000 compounds, 0.083% hits; in the data active means inhibition mostly above about 23%, no sharp cut-off; inactive means mostly below about 18%;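 further: 0% = cells with DMSO and 100% = no-cell wells with DMSO; some compounds called inactive have numbers as strong as hits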
Target sequence (P47898 whole entry, looked up): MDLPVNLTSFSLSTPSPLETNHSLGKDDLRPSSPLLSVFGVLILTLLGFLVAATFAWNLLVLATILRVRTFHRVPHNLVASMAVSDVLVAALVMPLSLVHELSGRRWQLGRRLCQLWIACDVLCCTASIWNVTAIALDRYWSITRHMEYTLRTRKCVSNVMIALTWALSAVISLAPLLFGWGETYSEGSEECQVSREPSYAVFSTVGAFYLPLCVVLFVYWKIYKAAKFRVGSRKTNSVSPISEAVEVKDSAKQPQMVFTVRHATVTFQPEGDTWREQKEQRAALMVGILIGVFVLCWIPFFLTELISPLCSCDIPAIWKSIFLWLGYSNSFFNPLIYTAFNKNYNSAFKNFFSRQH
AddAB inh – less growth of phage-infected E. coli with AddAB | 330,000 compounds, 0.29% hits | inhibition, % at 11.9 µM | AID 435030 | E. coli expressing H. pylori AddAB, absorbance growth; in the data active means inhibition above about 12%;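 further: 0% = vehicle wells of infected cells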
E coli growth – reduces bacterial viability in AddAB counter-screen; E. coli V3065 growth, OD600 absorbance, 18 h; inhibition, % at 11.9 µM; 330,000 compounds, 0.27% hits; AID 449728;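 active means inhibition above the campaign's mean inhibition across all tested compounds plus 3 SD, cut at about 9.9% in these data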;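 further: uninfected addAB+ strain grown without phage in ampicillin broth; 0% = DMSO wells and 100% = ciprofloxacin 0.95 µg/ml wells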
PfHsp90 set2 – growth inhibition of yeast expressing Plasmodium Hsp90. S. cerevisiae expressing PfHsp90, BacTiter-Glo ATP, 48 h; yeast lacking PDR1 and PDR3 efflux regulators. inhibition, % at 9.4 µM. 310,000 compounds, 0.32% hits. AID 504621;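 active means every replicate shows inhibition above about 80%, whatever the replicate mean, limit read from the data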;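 further: 0% = DMSO neutral controls and 100% = 20 µM radicicol positive controls; yeast relying on Plasmodium falciparum Hsp90 in place of its own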
MOR-DOR ag – OPRM1-OPRD1 heterodimerization agonism; 340,000 compounds, 0.3% hits; cells, luminescence; activation, % at 9.3 µM; P35372+P41143; AID 504326; in the data active means activation above about 18%;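 further: 0% = vehicle-treated cells and 100% = reference agonist; values of inactives mirror those of a sister screen read the other way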
MOR-DOR inv ag – inverse agonist of human OPRM1-OPRD1 heterodimerization; P35372+P41143; cell-based MOR-DOR heterodimer luminescence, inverse agonism; inhibition, % at 9.3 µM; 340,000 compounds, 0.21% hits; AID 504357; in the data active means inhibition above about 22%, passing the limit was not always enough;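 further: 0% = cells with DMSO and 100% = wells without cells with DMSO; values of inactives mirror those of a sister screen read the other way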
PKA-R1A activ – PKA-R1A complex activation; P00514+P68181; PKA-R1A dissociation, Cy5-IP20 fluorescence polarization; scaled: DMSO 0%, 113 µM cGMP 100%; activation, % at 11.4 µM; 340,000 compounds, 0.083% hits;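 active means percent activation above the mean of all tested compounds plus 3 SD, cut at about 19% in these data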;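 further: higher means more PKAc released from R1A so a rise in polarization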
Tat transport – blocks Tat-dependent protein export in E. coli; E. coli MC4100 TorA-mCherry Tat export, fluorescence; inhibition, % at 10 µM; 340,000 compounds, 0.036% hits;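 active means mean replicate inhibition at least 50% and at least half of replicates individually reaching 50%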;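 further: exported cargo escapes ClpAP degradation while cytoplasmic cargo is degraded and loses fluorescence; 0% = median of neutral control wells and 100% = median of NaSCN control wells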
SUMO Mot1 rescue – inhibitors of SUMOylation pathway: yeast Mot1-301 growth rescue; S. cerevisiae Mot1-301 growth rescue, ATP luminescence, 38.5C; percent above DMSO median, 100 means doubled; growth rescue, % at 18.8 µM; 320,000 compounds, 1% hits; AID 2716;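 active means every valid replicate shows activation above 250% relative to neutral control wells; inactive means the rest, any valid replicate at or below 250%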;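 further: OY570 slx delta 5 strain wells were the positive control but not used for scaling; some compounds called inactive have numbers as strong as hits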
PKA-R2B activ – activates the human PKA-R2B holoenzyme complex; PKA-R2B holoenzyme dissociation, Cy5-IP20 fluorescence polarization; R2B truncated from residue 108, S112A mutant; 0% DMSO only, 100% 113 µM cGMP; activation, % at 11.4 µM; 340,000 compounds, 0.079% hits; AID 504700;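 active means activation above a cutoff set at the mean over all compounds plus 3 SD, cut at about 18% in these data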;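 further: higher means more holoenzyme dissociation and a rise in polarization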
Target sequence (P31323 whole entry, looked up, other chains not shown, the tested form may be a part): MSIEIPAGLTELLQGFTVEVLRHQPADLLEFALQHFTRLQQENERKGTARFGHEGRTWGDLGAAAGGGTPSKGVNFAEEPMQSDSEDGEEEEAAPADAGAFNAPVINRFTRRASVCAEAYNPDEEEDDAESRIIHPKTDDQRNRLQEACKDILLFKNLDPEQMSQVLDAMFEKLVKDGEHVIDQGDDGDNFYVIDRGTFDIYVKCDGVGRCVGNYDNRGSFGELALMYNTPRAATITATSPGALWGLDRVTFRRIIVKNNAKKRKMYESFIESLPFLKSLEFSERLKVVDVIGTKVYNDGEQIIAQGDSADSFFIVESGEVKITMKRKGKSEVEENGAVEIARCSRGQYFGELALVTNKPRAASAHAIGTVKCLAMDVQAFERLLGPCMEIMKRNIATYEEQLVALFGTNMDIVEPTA
Numbers without * were called inactive; x = no result given.

SMILES	phage Ecoli inh	HTR5A inv ag	AddAB inh	E coli growth	PfHsp90 set2	MOR-DOR ag	MOR-DOR inv ag	PKA-R1A activ	Tat transport	SUMO Mot1 rescue	PKA-R2B activ
C[C@@H](C(=O)NC1CCCC1)N1C(=O)N2CCc3c([nH]c4ccccc34)[C@@]2(C)C1=O	4.8	-13	3.9	0.8	-1	-0.4	2	9	-5	135	-19
COC(=O)COc1ccc(C2NC(=O)NC(c3ccccc3)=C2C(C)=O)cc1OC (stereo unspecified)	3.3	-16	1.5	0.5	21	-3.1	17	7	-7	6	-1
Cn1cnnc1SCC(=O)NCc1cccc(C(F)(F)F)c1	1.9	-1	-1.1	-0.4	14	-1.7	10	10	-6	4	-3
COc1ccc(N/C=C2\CCOC2=O)cc1	0.9	-14	3.9	-0.1	x	-1.8	9	3	2	167	-4
CCN(CC(=O)NCc1ccc(F)cc1)C(=O)c1cccnc1SC	-0.2	-20	1.4	-1.1	-11	0.1	-1	12	-9	-9	-3
COC(=O)c1cn(CCOc2ccccc2F)c2ccccc12	1.5	-3	1.0	0.5	-9	0.8	-4	-6	6	6	2
O=C1CCC([N+](=O)[O-])C(c2cccc3ccccc23)N1 (stereo unspecified)	1.4	11	4.9	-0.5	12	-1.8	8	-10	-10	-12	-12
COCC(C)NC(=O)CCSc1nc(-c2ccc(OC)cc2)cc(C(F)(F)F)n1 (stereo unspecified)	1.4	-24	-0.6	-4.1	-18	-1.7	9	-7	-2	2	-6
O=C1CCN(S(=O)(=O)c2ccc(Cl)cc2)CCN1	1.4	-3	2.3	-0.3	34	0.6	-3	11	-6	-20	-14
CSc1nc2c(c(=O)[nH]1)C(c1ccncc1)C(C(=O)OC(C)C)=C(C)N2 (stereo unspecified)	3.7	-19	-0.2	-4.3	13	-1.4	9	4	2	21	-10
CC1(C)CN(c2ccc(N3CC(C)(C)C3=O)cc2)C1=O	3.8	4	4.2	-1.7	-33	-2.9	14	6	-5	-3	-1
O=C1OCc2cc(-n3cccc3)ccc21	0.6	16	3.2	-0.8	-8	0.6	-3	-1	-5	4	-8
COc1ccc(S(=O)(=O)N2CCOC23CCN(C(=O)c2ccccc2Br)CC3)cc1	-0.3	-1	0.7	-2.4	23	-0.9	5	-6	5	-12	2
CC1=C(C(=O)N2CCCC(C(=O)c3cccc(C(F)(F)F)c3)C2)OCCO1 (stereo unspecified)	3.8	-6	1.4	-1.6	-11	-0.2	1	-1	-9	-9	-8
CC(=O)c1nn(-c2ccccc2)cc1C(=O)c1ccc(Br)cc1	4.9	0	4.7	-3.0	-2	11	-56	8	0	-20	-15
O=C(Cc1c(C(=O)O)[nH]c2ccccc12)Nc1ccc2c(c1)OCO2	2.7	13	0.3	1.1	17	-3.3	16	-1	-11	22	1
Cc1cc2c(c(N)n1)c(=O)oc1ccccc12	2.7	-19	1.8	-1.1	-14	0.0	0	-17	-5	x	2
CC(=O)NC(C(=O)N1CCC(c2nc3ccccc3s2)CC1)C(C)C (stereo unspecified)	-0.7	-8	-0.1	1.4	13	-2.0	11	-2	-8	-1	3
O=C(c1ccc(NS(=O)(=O)c2ccccc2)cc1)N1CCCC1	3.3	5	0.4	0.0	3	-3.0	16	3	-6	0	-4
COCCCNC(=O)c1ccc(N(C)S(=O)(=O)c2ccc(OC)cc2)cc1	3.5	-6	1.9	0.1	4	-2.6	11	-1	13	-13	-10
Cc1ccc(CNC(=O)C2CCC(=O)N(CCc3ccc(Cl)cc3)C2)s1 (stereo unspecified)	0.8	-14	0.9	-2.4	4	-2.7	14	1	3	-14	-6
O=C(Nc1nc(NC(=O)c2ccco2)n(-c2ccccc2)n1)c1ccccc1	-3.4	3	-2.4	-3.0	-5	2.3	-13	-1	-9	3	2
CCOc1cccc(N(C(=O)CCC(=O)Nc2cc(C)on2)C(C(=O)NC(C)(C)C)c2ccc(OC)cc2)c1 (stereo unspecified)	0.0	1	5.6	1.6	14	1.7	-11	9	3	28	2
COC(=O)c1cc(C(=O)OC)cc(N2C(=O)CN=C2Nc2nc(C)cc(C)n2)c1	-0.1	-20	0.0	3.0	6	3.1	-17	-3	2	-11	0
NCC12CC3CC(C1)CC(c1ccc(Br)cc1)(C3)C2	1.7	-30	-0.5	2.3	10	8.5	-38	10	7	12	13
Cc1ccc(Nc2nnc(SC3CCOC3=O)s2)c(C)c1 (stereo unspecified)	1.7	-14	5.1	0.3	14	0.2	-1	-17	-3	2	2
CC(C)CCNc1cc(=O)n(C)c(=O)n1C	0.4	-12	2.1	2.5	5	-0.8	5	-3	-3	-2	-8
Cc1cc2nc(-c3ccc(SCC(=O)Nc4nccs4)nc3)[nH]c2cc1C	1.4	-2	x	x	-14	10	-54	12	1	x	-12
COc1ccc(-c2c(C)oc3c(CN4CCCC(C)C4)c(O)ccc3c2=O)cc1OC (stereo unspecified)	0.4	-21	x	x	-6	-2.8	16	-3	0	x	0
C=CCSc1nnc(NC(=O)c2ccc(S(=O)(=O)NCC3CCCO3)cc2)s1 (stereo unspecified)	0.6	-30	2.6	1.9	x	-0.8	4	0	9	3	-4
O=C(CSc1nnc(Cc2ccccc2)o1)NCc1ccc2c(c1)OCO2	4.0	-10	2.9	0.8	-38	-2.7	15	3	1	1	0
COc1ccc(S(=O)(=O)NC(C)C(=O)NCc2ccncc2)cc1Cl (stereo unspecified)	5.2	3	2.1	-1.6	-24	0.5	-3	-3	3	157	1
COC(C[C@@H](O)C[C@H](O)[C@H](C)OCc1ccccc1)OC	0.9	4	2.8	-0.3	0	-1.6	9	3	1	-4	-9
COC(=O)C1=C(C(=O)OC)SC(=C2C(=S)C(C)(C)N(C(=O)CC(C)C)c3ccccc32)S1	2.7	-17	-1.1	-1.3	18	-3.4	18	-9	3	-12	-10
COc1ccc(S(=O)(=O)N(CCC#N)Cc2ccco2)cc1OC	2.3	10	2.2	-1.8	-6	-2.5	12	7	8	5	4
N#Cc1cccc(Cn2cc(C(F)(F)F)ccc2=O)c1	4.1	-6	0.8	0.6	0	-3.2	16	3	12	-2	-4
O=C(COC(=O)c1sc2ccccc2c1Cl)Nc1ncc(Cl)cc1Cl	1.3	0	-0.6	-1.2	-4	1.6	-8	-6	-5	x	1
C(=C\c1nc(N2CCCC2)c2ccccc2n1)/c1ccccc1	-1.8	0	-0.8	-1.9	-10	2.1	-13	-11	-2	10	7
O=C(NC1CCCCCC1)c1ccc([N+](=O)[O-])s1	2.7	-24	x	x	x	4.1	-22	11	3	x	2
COCCN1C(=O)C(O)=C(C(=O)c2ccco2)C1c1cccc(Oc2ccccc2)c1 (stereo unspecified)	-0.8	-10	-0.5	0.3	15	1.1	-6	-21	12	-22	-5
O=C(Nc1cccc(NC(=O)C2C3CC4OC(=O)C2C4C3)c1)c1ccccc1 (stereo unspecified)	2.0	-3	0.9	-0.9	-5	-1.9	10	-5	-7	-11	-3
COc1ccc(NS(=O)(=O)c2c(C(=O)N3CCCCCC3)c(C)n(C)c2C)cc1	1.8	-2	0.0	-0.8	-5	-1.4	7	-1	-1	-26	1
Cc1cccc(C(=O)Oc2ccc(/C=N/NC(=O)c3cc(O)cc(O)c3)cc2)c1	-0.6	3	x	x	8	-1.5	8	-12	21	-8	0
COc1ccccc1OCC(=O)Nc1ccc(S(=O)(=O)Nc2onc(C)c2C)cc1	-0.6	11	1.1	-2.1	-6	1.5	-11	11	-3	-3	4
CN(Cc1ccccc1F)C(=O)c1ccc2c(=O)n3c(nc2c1)CCC3	-0.2	12	-0.3	-0.3	5	-0.9	6	-1	-4	175	1
Cc1cccc(N2CCN(C(=O)Cc3ccc(-n4c(=O)[nH]c5ccsc5c4=O)cc3)CC2)c1C	2.9	-4	1.2	0.5	-15	1.6	-10	-5	5	-10	-16
Cn1c(N)c(C(=O)CSc2nc(N)cc(N)n2)c(=O)n(C)c1=O	3.5	8	-2.7	1.3	5	-2.1	11	5	-5	33	1
CCCc1cc2c(=O)c(-c3ccccn3)coc2cc1OC	2.2	-29	1.2	0.6	-17	2.0	-12	-1	-9	217	-5
O=C1c2cccnc2C(=O)N1CNc1ccc(Cl)cc1	1.9	28	4.6	0.6	5	-1.4	7	7	-2	8	-1
CC(C)(C)c1ccc(-c2nc3[nH]c(=O)cc(NC(=O)c4ccco4)n3n2)cc1	1.8	0	1.6	-0.1	10	-3.7	20	-10	-5	8	2
COc1ccc2cc(-c3cc(C(=O)OCC(=O)NC4CCS(=O)(=O)C4)c4ccccc4n3)ccc2c1 (stereo unspecified)	0.7	8	-0.3	-2.0	-4	7.4	-37	-6	2	19	-16
Cc1c(C(c2ccc([N+](=O)[O-])cc2)c2c(C)n(C)n(-c3ccccc3)c2=O)c(=O)n(-c2ccccc2)n1C	3.2	-1	1.8	-0.8	-15	-3.3	18	1	-13	-35	-13
COc1cccc(OC)c1C(=O)NC(=O)NNc1cc(C(F)(F)F)cc(C)n1	-2.0	-7	2.4	-0.8	13	-0.9	5	-9	-6	5	-9
O=C(NC1CCCCCC1)C1CCCN(S(=O)(=O)c2cnc[nH]2)C1 (stereo unspecified)	3.5	0	4.2	-0.1	-5	-1.3	7	-3	6	-3	-1
C[C@@H]1CN(C2CCN(Cc3nc(CC4CC4)no3)CC2)C[C@H](C)O1	5.5	-3	1.7	-0.5	3	-4.4	23	2	-5	8	10
COc1ccc(/C=N/NC(=O)c2cccs2)c2ccccc12	2.1	-26	0.8	-2.2	3	2.8	-14	-6	-5	-6	0
COc1cc(/C=C/C(=O)OCC(=O)Nc2ccc(Cl)cn2)ccc1O	2.7	-14	1.7	-0.3	19	0.3	-2	16	1	-10	4
CCOC(=O)CC(NC(=O)c1ccco1)c1ccc(OC)cc1 (stereo unspecified)	2.5	15	1.2	1.0	47	-0.4	2	-15	33	1	3
COC(=O)c1c(NC(=O)c2c(OC)cccc2OC)sc2c1C(C(=O)OC)CC2 (stereo unspecified)	-0.3	-14	-1.3	-3.2	34	-1.2	5	-2	-9	-8	0
CCN(CC(=O)Nc1cc(Cl)ccc1C)C(=O)c1nc2nc(C)cc(C)n2n1	0.5	3	0.6	0.5	-13	-1.1	4	-11	4	-4	-5
CC(NC(=O)c1ccc(F)cc1)C(c1cccs1)N1CCN(C)CC1 (stereo unspecified)	3.9	-11	3.2	-0.3	-33	-1.7	9	1	2	5	3
O=C(NCc1ccc2c(c1)OCO2)C1CCC(CNS(=O)(=O)c2ccccc2)CC1 (stereo unspecified)	4.0	20	-0.2	-0.6	18	-2.4	12	10	1	7	8
Cc1ccc(C)c(C(=O)COC(=O)CCCC(=O)Nc2cc(C(F)(F)F)ccc2Cl)c1	2.0	-69	1.1	0.6	-14	3.1	-17	-2	5	9	-12
